S100A4 inh HTS – S100A4-myosin IIA interaction inhibition | AID 652163 | P26447 | 0.14% of 360,000 active | S100A4/TAMRA-MyoIIA peptide fluorescence polarization | inhibition, % at 10.7 µM;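 active = mean inhibition of at least 70% across replicates, with every replicate also reaching that level; inconclusive = mean inhibition reaches 70% but some replicates fall short; inactive = mean inhibition below 70%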
Target sequence (P26447 whole entry, looked up): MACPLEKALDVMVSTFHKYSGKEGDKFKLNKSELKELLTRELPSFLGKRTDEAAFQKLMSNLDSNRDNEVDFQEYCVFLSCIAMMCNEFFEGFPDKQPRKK
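Material: human S100A4 monomer with TAMRA-labelled myosin IIA peptide; buffer or medium: HEPES pH 7.2 with CaCl2, KCl, NaCl, DTT, Triton; compound dosing: one concentration per compound; schedule: 5 min incubation before reading; benchmarks: neutral control DMSO, positive control TFP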
DENV2 CPE – DENV2-induced cell death inhibition; CPE inhibition, % at 9.99 µM; AID 651640; DENV2-infected cells, cytopathic effect rescue, plate reader; 1.7% of 350,000 active; in the data active = CPE inhibition above about 20%, passing the limit was not always enough; inconclusive = no clear call, values can overlap the other calls; tested in BHK-21 cells;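 also: 0% = median of neutral control wells and 100% = median of positive control wells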
C2C12 statin – suppressors of simvastatin-induced myotoxicity in C2C12 myotubes | 0.78% of 330,000 active | ATP luminescence, 48 h; scaled: DMSO 0, geranylgeraniol control 100 | AID 602340 | rescue of ATP level, % at 7.49 µM;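 active = mean ATP rescue above about 67%, or every replicate alone reaching that limit, limit read from the data, passing the limit was not always enough; inconclusive = no clear call, values can overlap the other calls; inactive = mean under the limit and some replicate under it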;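 also: myotubes were challenged with 10 µM simvastatin during compound exposure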
PglD DTNB – PglD (C. jejuni) enzyme inhibition; purified PglD enzyme, DTNB colorimetric CoA detection; inhibition, % at 12.5 µM; 0.098% of 360,000 active; AID 602405; in the data active = inhibition above about 16%, passing the limit was not always enough; inconclusive = no clear call, values can overlap the other calls; also: strong numbers were not always called active
SIRT5 block – inhibitors of human sirtuin-5 desuccinylase; Purified SirT5, succinyl-peptide AMC, trypsin-coupled fluorescence; inhibition, % at 15 µM; 1.1% of 330,000 active; AID 652115; in the data active = inhibition above about 15%; inconclusive = no clear call, values can overlap the other calls
Target sequence (Q9NXA8 whole entry, looked up): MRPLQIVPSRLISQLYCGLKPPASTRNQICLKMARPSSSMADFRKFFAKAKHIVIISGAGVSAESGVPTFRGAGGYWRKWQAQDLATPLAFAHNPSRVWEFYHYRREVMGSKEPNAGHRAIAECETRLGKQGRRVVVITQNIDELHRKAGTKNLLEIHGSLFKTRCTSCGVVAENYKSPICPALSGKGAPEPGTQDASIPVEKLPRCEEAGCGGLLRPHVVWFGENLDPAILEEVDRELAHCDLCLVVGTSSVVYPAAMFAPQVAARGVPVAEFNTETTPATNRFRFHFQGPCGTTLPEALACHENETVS
ERp5 inh – ERp5 (human) disulfide isomerase inhibition; Q15084; 0.05% of 350,000 active; ERp5 insulin aggregation, absorbance 650 nm, 90 min; inhibition, % at 9.99 µM;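 active = mean replicate inhibition above about 25%, with every replicate also reaching it, limit read from the data, passing the limit was not always enough; inconclusive = only one of those two criteria met; inactive = neither criterion met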
E-sel inducer – induces E-selectin expression in human endothelial cells; P16581; HUVEC E-selectin immunofluorescence imaging; normalized: neutral wells 0, TNF-alpha wells 100; activation, % at 7.58 µM; 0.37% of 260,000 active; AID 686992;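 active = mean E-selectin-positive cell signal at least 10% of the positive control, reached in at least 60% of replicates, without over 20% cell loss; inconclusive = no rule given, readout overlaps actives, possibly toxicity-flagged; inactive = the rest, including those meeting only one limit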;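 also: in these data hits start at about 27%; measured in HUVEC primary endothelial cells; signal is the percent of cells scored E-selectin positive by PE staining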
Target sequence (P16581 whole entry, looked up): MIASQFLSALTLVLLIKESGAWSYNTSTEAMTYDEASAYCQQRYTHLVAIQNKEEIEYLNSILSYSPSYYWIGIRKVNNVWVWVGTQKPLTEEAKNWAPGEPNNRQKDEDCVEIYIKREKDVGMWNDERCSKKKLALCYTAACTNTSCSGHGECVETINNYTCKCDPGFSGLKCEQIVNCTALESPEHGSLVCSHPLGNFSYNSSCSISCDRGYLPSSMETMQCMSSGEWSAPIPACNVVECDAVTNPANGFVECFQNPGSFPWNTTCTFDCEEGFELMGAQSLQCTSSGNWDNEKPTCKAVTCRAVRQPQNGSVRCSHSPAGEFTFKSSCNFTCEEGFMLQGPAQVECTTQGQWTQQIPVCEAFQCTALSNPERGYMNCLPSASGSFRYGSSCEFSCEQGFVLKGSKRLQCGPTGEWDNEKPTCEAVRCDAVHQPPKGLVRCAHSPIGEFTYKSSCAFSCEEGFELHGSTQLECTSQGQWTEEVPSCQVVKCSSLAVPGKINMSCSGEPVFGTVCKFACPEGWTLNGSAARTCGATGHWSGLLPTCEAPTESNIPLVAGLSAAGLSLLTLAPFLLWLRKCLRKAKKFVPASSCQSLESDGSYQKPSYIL
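Material: HUVEC primary endothelial cells; Amount: 3,000 cells per well; Dosing: single concentration; Medium: EGM-2 growth medium on 0.1% gelatin-coated wells; Read-out basis: percent E-selectin-positive cells; Signal: immunofluorescence imaging; Control set: TNF-alpha, DMSO.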
Starred values were filed as active, the others as inactive; ? = inconclusive; . = not tested or not shown; & = joins results of further samples. An excerpt. The share of hits here may be higher or lower than overall.

Sample of the layout (12 entries):
SMILES	S100A4 inh HTS	DENV2 CPE	C2C12 statin	PglD DTNB	SIRT5 block	ERp5 inh	E-sel inducer
c1ccc2c(c1)ccn2CCCN1CCCCC1	8	0	5	1	.	-1	-0.1
COc1ccc2nc(SCC(=O)NC3CC3)c(C#N)cc2c1	4	-2	1	-1	-2	2	.
O=C1C=C(N2CCCCCC2)C2(CCCCC2)O1	-2	-5	.	.	-2	-1	.
O=C(CSc1ccccc1)NN1C(=O)c2ccccc2C1=O	-7	0	.	.	-1	-1	3.1
Cc1ccc(-c2nc3cc(C)c(Br)c(C)n3c2Cc2cccc(F)c2)cc1	-1	2	4	1	-3	2	0.1
C[C@@H]1CN([C@H](C)CO)S(=O)(=O)c2ccc(C#CC(C)(C)O)cc2O[C@H]1CN(C)C(=O)C1CCCCC1	-25	14	-32	0	-1	8	0.7
ClCC(CNCc1ccccc1)c1ccccc1 (centres undefined)	7	-6	1	-6	.	5	-0.1
CCC(C)C(NC(=O)OCc1ccccc1)C(=O)NCC(c1ccccc1)N(C)C (centres undefined)	4	-2	-2	5	2	-6	-3.1
CCn1c(CN2CCOCC2)nnc1SCC(=O)Nc1ccc(C)cc1	0	7	-1	1	-3	0	0.2
O=C(CSc1cccc[n+]1[O-])Nc1cc(Cl)ccc1[N+](=O)[O-]	-3	-5	.	.	-1	14	0.5
Cc1cc(C)cc(Cn2c3ccc(NC(=S)NCc4ccccc4F)cc3c(=O)n2C)c1	22	-11	7	-3	.	-1	0.1
O=C(NC1CC1)C1CCCN1C(=O)NC1CCCCC1 (centres undefined)	1	4	.	.	0	3	.

This part in full, from the start:
SMILES	S100A4 inh HTS	DENV2 CPE	C2C12 statin	PglD DTNB	SIRT5 block	ERp5 inh	E-sel inducer
c1ccc2c(c1)ccn2CCCN1CCCCC1	8	0	5	1	.	-1	-0.1
COc1ccc2nc(SCC(=O)NC3CC3)c(C#N)cc2c1	4	-2	1	-1	-2	2	.
O=C1C=C(N2CCCCCC2)C2(CCCCC2)O1	-2	-5	.	.	-2	-1	.
O=C(CSc1ccccc1)NN1C(=O)c2ccccc2C1=O	-7	0	.	.	-1	-1	3.1
Cc1ccc(-c2nc3cc(C)c(Br)c(C)n3c2Cc2cccc(F)c2)cc1	-1	2	4	1	-3	2	0.1
C[C@@H]1CN([C@H](C)CO)S(=O)(=O)c2ccc(C#CC(C)(C)O)cc2O[C@H]1CN(C)C(=O)C1CCCCC1	-25	14	-32	0	-1	8	0.7
ClCC(CNCc1ccccc1)c1ccccc1 (centres undefined)	7	-6	1	-6	.	5	-0.1
CCC(C)C(NC(=O)OCc1ccccc1)C(=O)NCC(c1ccccc1)N(C)C (centres undefined)	4	-2	-2	5	2	-6	-3.1
CCn1c(CN2CCOCC2)nnc1SCC(=O)Nc1ccc(C)cc1	0	7	-1	1	-3	0	0.2
O=C(CSc1cccc[n+]1[O-])Nc1cc(Cl)ccc1[N+](=O)[O-]	-3	-5	.	.	-1	14	0.5
Cc1cc(C)cc(Cn2c3ccc(NC(=S)NCc4ccccc4F)cc3c(=O)n2C)c1	22	-11	7	-3	.	-1	0.1
O=C(NC1CC1)C1CCCN1C(=O)NC1CCCCC1 (centres undefined)	1	4	.	.	0	3	.
C=C[C@@H]1c2ccccc2N(S(=O)(=O)c2ccc(C)cc2)[C@H](c2ccccc2)C1(C#N)C#N	9	9	-10	-1	2	0	0.1
c1ccc(COc2ccc(-c3cc4nc(NCc5ccc6c(c5)OCO6)ccn4n3)cc2)cc1	7	-13	17	-2	.	4	-0.1
O=C(CN1C(=O)CC(c2ccco2)Sc2ccccc21)NCc1ccc2c(c1)OCO2 (centres undefined)	-5	.	.	.	2	-4	.
Cc1onc(-c2ccccc2Cl)c1C(=O)N(C)C1CCCCC1	-3	-2	-19	-2	-1	-1	0.4
COc1cc(C(=O)NC(C)c2ccccc2)ccc1OCC(=O)N1CCOCC1 (centres undefined)	-1	9	1	-2	-2	-6	-0.2
CC(C)(C)C(=O)Nc1sc2c(c1-c1nc3ccccc3[nH]1)CCCC2	-2	1	-54	0	-11	5	.
COc1ccccc1CN1CC(C(=O)NCc2cc(F)cc(C(F)(F)F)c2)CCC1=O (centres undefined)	0	-4	2	-2	1	-1	.
O=C(C[C@H]1C[C@@H]2c3cc(NC(=O)NC4CCCC4)ccc3O[C@@H]2[C@H](CO)O1)NCc1cccnc1	-12	13	.	.	-1	6	0.0
O=C(Cn1c(=O)oc2ccccc21)Nc1n[nH]c(=S)s1	-1	3	.	.	-3	-9	0.0
CC(C)NC(=O)Nc1ccc2c(c1)C(=O)N(C)[C@@H]1CC[C@H](CC(=O)NCc3ccc(F)cc3)O[C@@H]1CO2	4	?	2	3	-3	0	0.4
CNC[C@@H]1Oc2cc(-c3ccccc3F)ccc2S(=O)(=O)N([C@@H](C)CO)C[C@H]1C	-40	-2	-16	2	-5	-9	-0.4
COc1cccc(-n2c(SCC(=O)N3CCOCC3)nnc2-c2c[nH]c3ccccc23)c1	-1	0	-1	1	-1	-1	.
COCCN(CCOC)Cc1cc(=O)oc2cc(C)c(C)cc12	-3	-9	-3	-2	5	4	.

More results:
SMILES	S100A4 inh HTS	DENV2 CPE	C2C12 statin	PglD DTNB	SIRT5 block	ERp5 inh	E-sel inducer
CCN(CC)CCCNC(=O)c1ccccc1NC(=O)C1=CSCCO1	-1	8	18	1	0	3	.
C(=N\Nc1nc(N2CCCC2)nc(N2CCCC2)n1)/c1ccncc1	2	0	.	.	6	4	.
Cc1cccc(N2CCN(C(=O)c3ccc4c(c3)CCN4S(C)(=O)=O)CC2)c1C	-4	8	.	.	-3	3	.
CC(=O)n1cc([C@H]2C=C(C(=O)N3CCCCCCC3)O[C@@H](OCc3ccc(CO)cc3)C2)c2ccccc21	3	0	.	-2	3	-6	.
O=C(CCCN1C(=O)c2cccnc2Oc2ccc(Cl)cc21)N1CCCCC1	-10	-2	8	4	4	5	.
Cc1ccc(Cl)cc1N1CCN(S(=O)(=O)c2ccc3[nH]c(=O)ccc3c2)CC1	-5	-4	5	4	1	1	-0.3
O=C(O)c1cc(-c2ccco2)nc2ccccc12	8	-15	-6	0	-22	1	-0.1
Cc1cc(N/N=C/c2ccc(Cl)cc2Cl)nc(NCc2ccccc2)n1	20	2	.	.	2	-1	.
CC(=NCc1ccco1)c1c(C(F)(F)F)[nH]n(-c2nc3ccccc3s2)c1=O	-10	.	-17	-3	-2	2	.
C[C@@H](NC(=O)C[C@H]1CC[C@@H](NC(=O)c2cccnc2)[C@H](CO)O1)c1ccccc1	25	6	2	-2	1	1	0.1
O=S(=O)(c1ccc(F)cc1)N1C[C@H]2[C@@H](c3ccccc31)[C@H](CO)N2Cc1ccccc1Cl	100*	10	8	8	3	0	0.0
COc1ccc(S(=O)(=O)N(C)C[C@@H]2OCCCC[C@@H](C)Oc3ccc(NC(=O)Nc4ccc5c(c4)OCO5)cc3C(=O)N([C@H](C)CO)C[C@@H]2C)cc1	-5	-11	29	0	4	5	-0.1
Nc1nc(SCC(=O)Nc2ccc(Cl)c([N+](=O)[O-])c2)n[nH]1	9	18	0	-3	-3	1	-0.7
Cc1nc(C)c(-c2ccnc(/N=C/NO)n2)s1	-4	13	-7	.	-3	4	-0.1
N#C/C(=C\c1ccc(C(=O)O)cc1)S(=O)(=O)c1cc(Br)ccc1Br	-2	0	.	.	4	3	.
C[C@H]1CN([C@@H](C)CO)C(=O)c2cccc(NS(=O)(=O)c3ccc(F)cc3)c2O[C@H]1CN(C)C(=O)Nc1cccc2ccccc12	-7	8	-22	2	1	-6	0.0
c1ccc(-c2ccc(CNC3CC3)cc2)cc1	-4	-3	7	-4	-3	0	0.4
C[C@H](CO)N1C[C@H](C)[C@H](CN(C)Cc2ccc3c(c2)OCO3)OCCCC[C@H](C)Oc2ccc(NS(=O)(=O)c3cn(C)cn3)cc2C1=O	.	4	13	1	.	.	0.4
C[C@@H]1CN([C@@H](C)CO)C(=O)Cc2cc(NC(=O)C3CC3)ccc2O[C@@H]1CN(C)Cc1ccc(Cl)c(Cl)c1	-5	0	39	-2	6	-2	-0.3
CC(OC(=O)c1cc(S(=O)(=O)N2CCOCC2)ccc1F)C(=O)NC1CCCCC1C (centres undefined)	12	-4	2	-2	1	5	-0.1
CC(C)NC(=O)N1[C@H](C#N)[C@H](c2ccc(C#CC3CCCCC3)cc2)[C@@H]1CO	1	8	-4	2	.	-1	-0.7
Cc1cccc(NS(=O)(=O)c2cc3c4c(c2)CC(=O)N4CCC3)c1C	-2	-4	0	3	-4	0	.
COc1ccc(C(=O)C2CCCN(Cc3c(F)ccc(F)c3F)C2)c(OC)c1 (centres undefined)	-5	3	-4	2	-2	2	0.0
Cc1c(O)c(CN2CCCC2)cc2c3c(c(=O)oc12)CCC3	-3	.	-18	-5	-33	3	.
CO[C@H]1CN(C)C(=O)c2cc(NC(=O)Nc3ccccc3F)ccc2OC[C@H](C)N(Cc2ccccc2C(=O)O)C[C@H]1C	-14	14	-7	-3	.	-4	0.1

Following part.
SMILES	S100A4 inh HTS	DENV2 CPE	C2C12 statin	PglD DTNB	SIRT5 block	ERp5 inh	E-sel inducer
Cc1cc(NC(=O)c2ccco2)c(=O)n(Cc2cccc(C(F)(F)F)c2)c1	-5	1	1	0	-2	1	-0.1
COc1cccc(S(=O)(=O)N(C)C[C@@H]2OCc3cnnn3CCCC(=O)N([C@H](C)CO)C[C@@H]2C)c1	-5&13	-6&-5	11&2	-4&3	-5&-3	1&-4	-0.1
Cc1ccc(SCCC(=O)NCCSCc2ccco2)cc1	-5	-4	.	.	-1	-1	.
Cc1c(C)n2c(SCC(=O)N3CCN(c4ccccc4)CC3)nnc2[nH]c1=O	3	-7	-1	0	1	1	.
Cc1ccc(C(=O)Nc2nnc(-c3ccncc3)o2)cc1	-14	1	.	.	-4	-2	-0.1
CC(C)NC(=O)N(C)C[C@@H]1Oc2ccc(NC(=O)Nc3ccc(F)cc3)cc2C(=O)N([C@@H](C)CO)C[C@@H]1C	?	13	-16	13	0	0	-0.1
CC(C)CN(C(=O)c1cccs1)C1CCS(=O)(=O)C1 (centres undefined)	-2	8	-1	.	-6	0	-0.2
CC[N+](C)(CC)CC(=O)OCC1C(C)C=C(C)CC1C (centres undefined)	1	-3	.	5	5	1	0.0
Cc1nc2ccc(Br)cc2c(=O)n1Cc1cccs1	-3	0	.	.	-9	-4	.
COc1ccc(OC)c(NC(=O)CCNS(=O)(=O)c2cccc3nonc23)c1	-4	7	2	-5	-13	-7	.
CCN1[C@@H]2c3ccc(-c4ccccc4F)c(=O)n3C[C@H]1[C@H](CO)[C@H]2C(=O)N1CCOCC1	-4	-5	9	-2	7	1	-0.3
Cc1ccc(S(=O)(=O)N(C)C[C@@H]2OCCCC[C@H](C)Oc3ccc(NS(=O)(=O)c4c(C)noc4C)cc3C(=O)N([C@H](C)CO)C[C@H]2C)cc1	-15	112*	.	1	4	0	.
CCOC(=O)C1CCN(C(=O)CN(c2ccc(OC)cc2)S(=O)(=O)c2c(C)nn(C)c2C)CC1	-3	6	3	-1	-6	-4	0.3
CCC(Sc1nc2ccncc2[nH]1)C(=O)Nc1ccc(C)c(Cl)c1 (centres undefined)	79*	-4	39	5	-2	-5	0.2
COC(=O)c1ccc(CNC(=O)CNC(=O)c2sc3ccccc3c2Cl)cc1	-5	0	3	3	10	2	0.6
COc1cc(C(=O)NC(=S)N(C)Cc2ccccc2)cc(OC)c1OC	-1	-2	.	2	-4	5	.
